tim10-1 inh: growth inhibitors of tim10-1 mutant yeast, primary screen, luminescence, uHTS | S. cerevisiae tim10-1 ts strain growth, BacTiter-Glo, 24 h | inhibition, % at 20 µM | hit rate 2.2% among 330,000 | AID 463190, 2010;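 active = inhibition of at least 40%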;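 also: mutant grown at 25 °C; 0% = DMSO wells with yeast and 100% = wells holding no yeast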
UPR CHOP act: activators of apoptotic CHOP UPR arm, primary screen, cell-based, CHO-CHOP luciferase reporter, luminescence, uHTS | UPR activation; percent of tunicamycin response over DMSO baseline | activation, % at 10 µM | hit rate 0.34% among 330,000;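 active = at 10 µM dose, activation of 40% or more, normalized to positive control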;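 also: 100% = tunicamycin at 10 µg/mL and 0% = DMSO alone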
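Test system: CHO CHOP reporter cells. Input: 500 CHO-CHOP cells per well. Medium: F12 with 10% FBS. Technique: luciferase luminescence. Measure: percent activation relative to tunicamycin control. Dosing: 10 µM compound, 0.5% DMSO. Timing: 16-18 h cell attachment, then 6 h compound exposure, 37 °C.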
APJ antagonist: antagonists of human apelin receptor APJ, primary screen, CHO-K1 cells, beta-arrestin complementation, luminescence. hit rate 0.32% among 330,000. P35414. inhibition, % at 20 µM. AID 2521, 2010;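 active = inhibition above about 40% at 20 µM, limit read from the data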;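 also: cells challenged with 10 nM apelin-13 agonist together with compound; plate controls were apelin-13 plus DMSO wells for no effect and DMSO wells lacking apelin-13 for full effect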
Target sequence (P35414 whole entry, looked up): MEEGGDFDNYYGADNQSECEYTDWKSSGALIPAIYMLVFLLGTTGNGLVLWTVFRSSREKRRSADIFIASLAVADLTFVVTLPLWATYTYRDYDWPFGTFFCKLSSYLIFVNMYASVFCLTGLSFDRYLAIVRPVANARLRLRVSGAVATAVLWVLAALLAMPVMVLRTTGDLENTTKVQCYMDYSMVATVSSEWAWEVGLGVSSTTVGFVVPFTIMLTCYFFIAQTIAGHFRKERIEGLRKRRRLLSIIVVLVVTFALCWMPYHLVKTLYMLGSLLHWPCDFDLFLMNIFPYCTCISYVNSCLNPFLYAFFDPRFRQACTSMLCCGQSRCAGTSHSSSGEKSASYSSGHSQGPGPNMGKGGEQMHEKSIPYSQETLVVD
XBP1 UPR activ: activators of adaptive XBP1 UPR arm, primary screen, cell-based, CHO-XBP1 luciferase reporter, luminescence, uHTS; IRE1-XBP1 UPR activation; percent of tunicamycin response, DMSO as zero; activation, % at 20 µM; hit rate 0.33% among 330,000;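 active = versus positive control, 20 µM dose yields 30% or more activation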;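 also: 100% = tunicamycin at 10 µg/mL and 0% = DMSO only wells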
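Material – CHO cell line with stable XBP1 luciferase reporter · Buffer or medium – F12 plus 10% FBS · Compound – single point, 20 µM final compound, 1% DMSO · Schedule – 16-18 h cell attachment at 37 °C, then 6 h compound exposure · Signal – Steady-Glo luminescence read · Benchmarks – high control tunicamycin 10 µg/mL final, low control DMSO vehicle only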
Mdm2-MdmX inh: inhibitors of human Mdm2-MdmX association, primary screen, cell-based, luminescence, split luciferase, SaOS-2, uHTS. Protein Mdm4 (Homo sapiens) + E3 ubiquitin-protein ligase Mdm2 (Homo sapiens), …. SaOS-2 split-luciferase Mdm2/MdmX complementation. inhibition, % at 8 µM. hit rate 3% among 330,000;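 active = inhibition of at least 50% at 8 µM in the primary screen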
TIM10 inh: growth inhibitors of isogenic TIM10 control yeast, primary screen, counter-screen for tim10-1 yeast inhibitor project, luminescence, uHTS | S. cerevisiae TIM10 strain growth, BacTiter-Glo luminescence, 24 h | inhibition, % at 10 µM | hit rate 1.4% among 330,000;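 active = inhibition of 40% or more at the single tested concentration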;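 also: wild-type TIM10 isogenic control strain grown at permissive 25 °C; 0% = DMSO yeast wells and 100% = minimal medium wells without yeast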
APJ ag: agonists of human apelin receptor APJ, primary screen, CHO-K1 cells, PathHunter beta-arrestin, luminescence. AID 2520, 2010. activation, % at 20 µM. 0% DMSO wells, 100% apelin. hit rate 0.11% among 330,000;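 active = activation more than six SD over the plate average, tested at 20 µM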;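 also: 0% = DMSO alone and 100% = apelin-13 at 10 nM; some results filed as inactive read as strong as hits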
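Test system: CHO-K1 APJ beta-arrestin complementation cell line. Amount: cell density 1000 per well. Controls: DMSO negative, 10 nM Apelin-13 positive. Signal: luminescent beta-gal fragment complementation, chemiluminescent substrate. Read-out basis: agonist-driven arrestin binding to APJ. Timing: compound stimulation 90 min at 25 °C, detection 60 min.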
tim23-1 inh: growth inhibitors of tim23-1 mutant yeast, primary screen, luminescence, uHTS. inhibition, % at 20 µM. S. cerevisiae tim23-1 growth, BacTiter-Glo luminescence, 24 h. hit rate 1.3% among 330,000. AID 463212, 2010;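 active = growth inhibition of the mutant yeast at or above 50%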;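 also: temperature-sensitive mutant grown at 25 °C; plate controls were DMSO-treated mutant yeast for no effect and medium wells lacking yeast for full effect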
CXCR6 block: CXCR6 receptor inhibitors, primary screen, cell-based, beta-arrestin, luminescence, CHO-K1 PathHunter, 1536-well | inhibition, % at 20 µM | hit rate 0.36% among 360,000 | C-X-C chemokine receptor type 6 (Homo sapiens), O00574; in the data active = inhibition above about 34%, passing the limit was not always enough;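 also: antagonist mode with CXCL16 agonist at 10 nM final; 0% = 10 nM CXCL16 with DMSO and 100% = unstimulated wells without agonist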
Target sequence (O00574 whole entry, looked up): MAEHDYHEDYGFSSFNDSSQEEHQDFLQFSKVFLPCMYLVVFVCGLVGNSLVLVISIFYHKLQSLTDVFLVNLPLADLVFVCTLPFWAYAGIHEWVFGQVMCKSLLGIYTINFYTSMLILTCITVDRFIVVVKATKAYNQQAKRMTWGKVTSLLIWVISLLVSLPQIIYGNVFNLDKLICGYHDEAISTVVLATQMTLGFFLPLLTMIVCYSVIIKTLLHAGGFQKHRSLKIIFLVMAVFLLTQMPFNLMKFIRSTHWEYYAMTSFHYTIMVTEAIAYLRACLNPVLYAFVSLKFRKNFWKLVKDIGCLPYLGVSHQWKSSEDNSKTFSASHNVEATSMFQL
* hit, by the source's call. Not all compounds are listed; the hit share may differ from the screen's.

SMILES	tim10-1 inh	UPR CHOP act	APJ antagonist	XBP1 UPR activ	Mdm2-MdmX inh	TIM10 inh	APJ ag	tim23-1 inh	CXCR6 block
CC(C)(C)NC(=O)C12CC3CC(CC(Cl)(C3)C1)C2	14	-0.5	-5	-3	-20	12	-4	15	-5
Cc1ccc(Cl)cc1NC(=O)CNCC(c1ccccc1)N(C)C (configuration not stated)	6	-0.1	-6	-4	-15	2	-3	5	-9
COC(=O)c1ccc(C2=NOC(C)(c3sc(-c4ccc(Cl)cc4)nc3C)C2)cc1 (configuration not stated)	-14	-1.5	-55	1	23	-18	-2	-10	-6
Cc1cccc(C)c1OCc1cc(C(=O)N(C)Cc2cc(C3CC3)n[nH]2)no1	-21	1.6	4	-3	10	1	-2	10	-6
Cc1ccccc1-c1nc(C#N)c(N2CCC(C)CC2)o1	8	3.0	11	12	-16	14	-5	37	-14
COCC(C)NC(=O)c1noc2c1CCc1cc(OC)ccc1-2 (configuration not stated)	16	6.1	-6	2	-90	7	-1	23	1
O=C(CN1CCCC1)Nc1ccc2c(c1)CCC2	9	3.6	15	1	16	8	-5	-21	-3
CCOc1ccc(Cc2nnc(SCC(=O)Nc3ccccc3)n(N)c2=O)cc1	-14	1.6	21	-1	5	-9	0	-3	4
CC(=O)c1ccc(NC(=O)CSc2nnc(Cn3cnc4ccccc43)o2)cc1	6	-1.1	7	1	6	5	0	-9	-2
COc1ccc(S(=O)(=O)N2CCCOC2CNC(=O)C(=O)NCc2ccccn2)cc1 (configuration not stated)	8	1.6	1	-4	13	-5	-3	2	6
COc1ccc(-c2cc(C(=O)O)[nH]n2)cc1OC	13	-1.2	6	-2	30	2	0	2	-4
CCOc1cc(/C=C2/NC(=O)N(CC(=O)Nc3cccc(C)c3)C2=O)ccc1OCC(N)=O	-5	-0.3	-17	-3	12	-7	-1	11	-7
Cc1cccc(OCCCC(=O)Nc2ccc(S(=O)(=O)Nc3nccs3)cc2)c1C	-6	1.2	0	-6	10	9	4	5	-3
Cc1cc(NS(=O)(=O)c2ccc(NC(=O)c3ccccc3C)cc2)no1	2	0.0	6	-1	23	-19	-2	2	0
Cc1cc(NC(=O)CN2CCN(c3ccc(O)cc3)CC2)no1	19	-0.9	8	-3	5	-12	0	-7	-7
Cc1ccsc1C(=O)OCC(=O)Nc1ccc(Cl)cn1	-38	3.4	4	3	-11	-18	-4	6	5
CCc1cccc(CC)c1NC(=O)CSc1nnc(C2CC2)n1C	2	0.5	-9	-3	6	-14	-3	2	-4
Cn1ncc(Br)c1C(=O)N1CCc2ccccc21	-6	-0.8	-12	-2	4	-10	0	4	6
CCc1ccccc1NC(=O)C(C#N)Cc1cccnc1 (configuration not stated)	11	0.2	8	-3	-2	-2	-2	-7	-4
COc1ccc(N2CC(C(=O)N[C@@H](C)C(=O)NC3CCCCC3)CC2=O)cc1 (some centres not stated)	-3	-0.3	7	-3	16	4	2	1	5
CCOC(=O)c1cnc2nc[nH]n2c1=O	-6	-0.9	-46	3	2	1	0	17	-1
CC(C)(C)CN1C(N)=NC[C@@H]1Cc1ccccc1	0	1.5	-3	-1	-19	11	0	3	-9
O=C(CSc1nnnn1-c1ccccc1)NCc1cccs1	19	1.4	-1	0	5	4	-5	10	6
CCOc1ccc(N(C(=O)c2cnsn2)C(C(=O)NC2CCCCC2)c2ccncc2)cc1 (configuration not stated)	30	0.8	3	2	-16	12	-3	12	-10
Cn1nnnc1Sc1ncnc2scc(-c3cccc4ccccc34)c12	15	1.3	3	4	97*	-4	1	28	9
O=C(O)c1ccc(Cl)c(S(=O)(=O)NC(Cc2c[nH]c3ccccc23)C(=O)O)c1 (configuration not stated)	10	0.9	7	-1	24	0	0	11	-3
Cc1nn(-c2nc(-c3ccco3)cc(C(F)(F)F)n2)c(C)c1Cl	20	-1.5	11	0	5	11	-3	-3	-10
C=CCN(c1ccc(C(=O)Nc2cccc([N+](=O)[O-])c2)cc1)S(C)(=O)=O	12	-1.7	-23	-1	12	-11	0	10	4
CC(=O)c1cccc(N2C(=O)C3C(C(=O)Nc4cc(C)on4)C4(C)C=CC3(O4)C2C(=O)NC(C)(C)C)c1 (configuration not stated)	6	3.8	-5	1	10	8	-1	11	0
Cc1ccc2[nH]c(=O)c(CN(CCCO)S(=O)(=O)c3cccc4nsnc34)cc2c1	11	0.3	-13	-2	-13	20	0	15	0

Quoted at random: 7 records from the list.
SMILES	tim10-1 inh	UPR CHOP act	APJ antagonist	XBP1 UPR activ	Mdm2-MdmX inh	TIM10 inh	APJ ag	tim23-1 inh	CXCR6 block
COc1ccc(N2CC(C(=O)N[C@@H](C)C(=O)NC3CCCCC3)CC2=O)cc1 (some centres not stated)	-3	-0.3	7	-3	16	4	2	1	5
C=CCN(c1ccc(C(=O)Nc2cccc([N+](=O)[O-])c2)cc1)S(C)(=O)=O	12	-1.7	-23	-1	12	-11	0	10	4
Cc1ccsc1C(=O)OCC(=O)Nc1ccc(Cl)cn1	-38	3.4	4	3	-11	-18	-4	6	5
CCOc1ccc(N(C(=O)c2cnsn2)C(C(=O)NC2CCCCC2)c2ccncc2)cc1 (configuration not stated)	30	0.8	3	2	-16	12	-3	12	-10
CCc1ccccc1NC(=O)C(C#N)Cc1cccnc1 (configuration not stated)	11	0.2	8	-3	-2	-2	-2	-7	-4
O=C(O)c1ccc(Cl)c(S(=O)(=O)NC(Cc2c[nH]c3ccccc23)C(=O)O)c1 (configuration not stated)	10	0.9	7	-1	24	0	0	11	-3
Cc1ccc2[nH]c(=O)c(CN(CCCO)S(=O)(=O)c3cccc4nsnc34)cc2c1	11	0.3	-13	-2	-13	20	0	15	0

Next results.
SMILES	tim10-1 inh	UPR CHOP act	APJ antagonist	XBP1 UPR activ	Mdm2-MdmX inh	TIM10 inh	APJ ag	tim23-1 inh	CXCR6 block
COc1ccc(S(=O)(=O)N2CCN(C(=O)c3ccc4ccccc4n3)CC2)cc1	38	1.4	1	0	-14	36	-4	58*	3
Cc1ccc(OCC(=O)OCc2nc3scc(-c4ccccc4)c3c(=O)[nH]2)cc1C	-9	2.0	21	-1	17	-7	-3	-8	10
Cc1ccc(NC(=O)CSc2nc(=O)cc(N)n2CCc2ccccc2)cc1	5	-2.0	5	-3	-1	-5	-2	-5	-4
CCOC(=O)CC(=O)CSc1[nH]c(=O)cc(C)c1C#N	7	-1.0	8	0	9	1	-2	-13	-4
CCOC(=O)c1ccccc1NC(=O)c1ccccc1SC	16	-2.0	6	0	13	14	1	21	3
Cc1ccsc1-c1n[nH]c(=S)n1CC(C)C	20	0.6	6	0	1	-26	-1	17	-5
O=C(CSCc1ccco1)c1cccs1	6	3.6	4	8	-21	-2	-2	13	1
O=c1[nH]c2ccc(S(=O)(=O)N3CCN(C4CCCCC4)CC3)cc2[nH]c1=O	-1	-0.3	-17	1	-10	-1	-2	3	-8
CCCCc1ccc(NC(=S)N2CCN(C(=O)OCC)CC2)cc1	34	-1.9	-6	-2	-3	27	-2	26	-10
CCCCn1nnnc1NCc1cc(Cl)c(OC)c(OC)c1	31	-0.6	-13	-1	2	5	-4	16	-2
Cc1ccc(C(=O)NCC(=O)NCCSc2ccc(Br)cc2)cc1	-6	2.0	19	-3	-3	-12	-2	-5	2
COc1cccc2[nH]c3c(N4CCCC(C)C4)ncnc3c12 (configuration not stated)	25	4.7	26	2	10	34	0	34	-1
CC1CCCN(c2ccc(C(=O)NCCc3ccccc3)cn2)C1 (configuration not stated)	24	4.4	7	7	-62	21	-4	38	2
Cc1ccc(C(C)(O)CS(=O)(=O)Cc2ccccc2)cc1 (configuration not stated)	2	1.3	8	3	-2	2	0	9	-1
Cc1cc(=O)oc2c3c(cc(OCC(=O)NCC(=O)O)c12)OC(C)(C)CC3	7	-2.0	-30	-2	-3	4	0	16	4
CN(Cc1ccccc1Cl)C(=O)C1CC(=O)N(c2ccc3c(c2)OCCO3)C1 (configuration not stated)	23	2.2	5	1	-23	-1	3	14	-3
C[C@@H](NC(=O)[C@@H]1Cc2ccccc2CN1)C(=O)NC1CCCCC1	8	-0.2	-19	-3	13	-6	-2	-13	3
O=C(CCc1ccc(S(=O)(=O)N2CCOCC2)cc1)N/N=C/c1ccc(O)c(O)c1O	6	1.4	-9	-2	10	3	2	-15	-24
CCCNc1nc(N2CCOCC2)nc(N2CCOCC2)n1	1	-1.2	11	1	10	-6	-3	8	3
Cc1c(C(=O)N2CCCCC2)c(S(=O)(=O)N2CCN(c3ccc(Cl)cc3)CC2)c(C)n1C	13	-1.2	2	-2	5	7	-1	6	8
CCOCCCNC(=O)CSc1nnc(-c2ccc(S(=O)(=O)N3CCCC3)cc2)n1C	-1	-0.2	19	-3	10	-10	-2	4	6
COc1ccc(S(=O)(=O)N2CCCCCC2)cc1NC(=O)Cc1cc(OC)c(OC)c(OC)c1	6	-1.1	-6	-3	26	-2	-3	-2	-10
O=C(CNC(=O)c1ccc(Br)o1)NCc1ccc(F)cc1	-10	-0.8	0	1	-7	5	4	-3	-7
CC1(CCc2ccccc2)NC(=O)N(Cc2cc([N+](=O)[O-])cc3c2OCOC3)C1=O (configuration not stated)	-1	-1.8	16	-3	22	14	-3	9	6
COC(=O)C1CCN(C(=O)COC(=O)c2ccc(N3CCCC3=O)cc2)CC1	4	1.1	11	-1	9	-4	-3	6	2
O=C(NCC1CCCO1)c1cccs1 (configuration not stated)	-1	-1.1	10	0	4	2	-4	9	11

Sorted by value in Mdm2-MdmX inh (rising): 3 of the compounds above.
Compound	APJ antagonist	XBP1 UPR activ	Mdm2-MdmX inh	APJ ag	CXCR6 block
CN(Cc1ccccc1Cl)C(=O)C1CC(=O)N(c2ccc3c(c2)OCCO3)C1 (configuration not stated)	5	1	-23	3	-3
O=C(CNC(=O)c1ccc(Br)o1)NCc1ccc(F)cc1	0	1	-7	4	-7
COc1ccc(S(=O)(=O)N2CCCCCC2)cc1NC(=O)Cc1cc(OC)c(OC)c(OC)c1	-6	-3	26	-3	-10

Bioassay records deposited in PubChem by Sanford-Burnham Center for Chemical Genomics.
